Source: PubChem BioAssay (NMMLSC)
Jurkat autofluor = compound fluoresces in Jurkat cells, VLA-4 screen interference. compound autofluorescence, flow cytometry; active compounds read high; 1 = vehicle-only cell background. 24,000 tested, 0.61% active. fluorescence ratio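 (tested at 10 µM compound in the well)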;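 active = fluorescence ratio above 2.44, which is 1 plus 3 SD of all ratios; inconclusive = signal too bright to measure linearly, ratio around 10 or more; inactive = fluorescence ratio below 2.44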;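 note: green fluorescence of cells measured with 488 nm excitation and 530 nm emission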
VLA-4 antagonist = blocks LDV-FITC ligand binding to Mn2+-activated human VLA-4 integrin. Jurkat cells, LDV-FITC binding with Mn2+, flow cytometry; 100% = Mn2+-driven binding gain fully reversed. 24,000 tested, 0.2% active. inhibition, % at 10 µM (by protocol);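 active = inhibition above 50%; inconclusive = compound itself fluorescent, judged against control cell fluorescence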;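 note: 0% = Mn2+ stimulated cells lacking compound and 100% = ligand binding without Mn2+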
Target sequence (P13612 whole entry, looked up): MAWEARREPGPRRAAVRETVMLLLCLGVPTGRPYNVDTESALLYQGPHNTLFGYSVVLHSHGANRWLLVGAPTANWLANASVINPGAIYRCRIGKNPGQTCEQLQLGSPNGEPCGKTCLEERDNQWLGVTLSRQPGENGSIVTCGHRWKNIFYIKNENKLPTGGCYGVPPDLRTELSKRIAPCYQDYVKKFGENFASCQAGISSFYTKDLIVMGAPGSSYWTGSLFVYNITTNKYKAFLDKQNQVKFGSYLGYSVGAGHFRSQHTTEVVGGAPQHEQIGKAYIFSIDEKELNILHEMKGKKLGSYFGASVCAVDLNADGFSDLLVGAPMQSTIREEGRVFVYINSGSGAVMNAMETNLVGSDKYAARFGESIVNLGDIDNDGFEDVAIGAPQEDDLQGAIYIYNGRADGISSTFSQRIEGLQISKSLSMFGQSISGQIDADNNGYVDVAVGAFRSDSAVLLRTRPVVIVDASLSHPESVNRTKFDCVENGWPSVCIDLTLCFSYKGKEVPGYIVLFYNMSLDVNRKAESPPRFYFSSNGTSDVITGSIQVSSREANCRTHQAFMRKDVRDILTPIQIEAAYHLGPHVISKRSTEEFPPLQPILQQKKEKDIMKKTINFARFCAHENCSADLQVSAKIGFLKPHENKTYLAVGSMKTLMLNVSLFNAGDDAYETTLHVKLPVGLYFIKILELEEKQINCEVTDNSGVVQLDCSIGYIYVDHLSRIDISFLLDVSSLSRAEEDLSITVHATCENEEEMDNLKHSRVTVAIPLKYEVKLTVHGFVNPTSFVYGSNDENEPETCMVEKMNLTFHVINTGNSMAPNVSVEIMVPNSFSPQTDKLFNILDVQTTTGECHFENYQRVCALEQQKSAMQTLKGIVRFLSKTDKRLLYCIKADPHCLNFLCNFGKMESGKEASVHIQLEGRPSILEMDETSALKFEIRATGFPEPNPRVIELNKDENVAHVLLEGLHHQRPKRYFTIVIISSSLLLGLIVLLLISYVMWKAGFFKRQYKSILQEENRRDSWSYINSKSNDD
LNCaP diff act = LNCaP prostate cell differentiation activation; AID 795; flow cytometry side scatter, 4 d; side scatter shift, % at 10 µM; 24,000 tested, 0.56% active;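 active = side scatter shift above 30%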;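 note: androgen-responsive LNCaP prostate cancer cells in charcoal-stripped serum medium; percent of cells past a gate set so DMSO wells show 10% shift; higher shift means more granular cells and more differentiation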
VLA-4 allo ag = allosterically activates the human VLA-4 integrin | activation, % at 10 µM (by protocol) | Jurkat cells, LDV-FITC binding, flow cytometry | AID 528 | 24,000 tested, under 10 active | P13612;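 active = fluorescent ligand binding to cells raised by more than 40% of the manganese-induced maximum; inconclusive = compound's own fluorescence above 85% of the ligand control signal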;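 note: 0% = ligand binding without compound and 100% = manganese-stimulated maximal binding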
* = called active by the depositor; ? = inconclusive; nt = not tested or not shown.

structure | Jurkat autofluor | VLA-4 antagonist | LNCaP diff act | VLA-4 allo ag
CCCOc1ccc(NC(=O)c2c(-c3ccccc3)noc2C)cc1 | 1 | 5 | 23 | 1
CCC(C)NC(=O)CSc1nc2n[nH]c(C)c2c(=N)n1-c1ccc(OC)cc1 (stereo not drawn) | 1 | -25 | 6 | -1
CCN(CC)CCCN1C(=O)CSC1c1ccc2c(c1)OCO2 (stereo not drawn) | 1 | -23 | 10 | -1
CC(C)Oc1cccc(-c2cc(C(=O)N3CCN(S(C)(=O)=O)CC3)c3ccccc3n2)c1 | 1.1 | ? | 11 | ?
CC(=O)c1ccc(NC(=O)C2CCN(S(=O)(=O)c3cccc4cccnc34)CC2)cc1 | 1.1 | 8 | 1 | -2
Nc1nc(CSc2nnnn2-c2ccc(F)c(Cl)c2)nc(N2CCOCC2)n1 | 1.2 | -7 | 12 | -2
CSc1ccc(CNc2ccccn2)cc1 | 1 | -16 | 13 | 2
CCn1c(C(=O)NCCCc2ccccc2)cc2sccc21 | 1.1 | 10 | 2 | -13
O=c1[nH]c2ccccc2nc1NCCN1CCOCC1 | 1.1 | -28 | 17 | 2
O=C(C1CC1)N1CCc2cc(Br)cc(S(=O)(=O)NCc3ccccn3)c21 | 1.1 | ? | 2 | ?
COC(=O)CSc1cc(C)nc(NC(C)=O)n1 | 1.1 | -4 | 14 | 0
O=C(Nc1ccc2c(c1)OCCO2)C1CCCN(S(=O)(=O)c2cnc[nH]2)C1 (stereo not drawn) | 1 | -5 | 2 | -2
CCN(CC)C(C(=O)Nc1ccc2c(c1)OCO2)c1ccccc1 (stereo not drawn) | 1 | 1 | 14 | -3
Cc1oc(-c2ccc(Cl)cc2)cc1-c1nn2c(-c3ccoc3C)nnc2s1 | 0.98 | 0 | 7 | -9
O=C(CSc1nnnn1Cc1ccccc1)Nc1ccc2c(c1)OCO2 | 0.99 | -15 | 11 | 4

Part of the list above in order of length of the SMILES, lowest first:
structure | Jurkat autofluor | VLA-4 antagonist | LNCaP diff act | VLA-4 allo ag
CCN(CC)CCCN1C(=O)CSC1c1ccc2c(c1)OCO2 (stereo not drawn) | 1 | -23 | 10 | -1
O=C(CSc1nnnn1Cc1ccccc1)Nc1ccc2c(c1)OCO2 | 0.99 | -15 | 11 | 4
Nc1nc(CSc2nnnn2-c2ccc(F)c(Cl)c2)nc(N2CCOCC2)n1 | 1.2 | -7 | 12 | -2
CC(C)Oc1cccc(-c2cc(C(=O)N3CCN(S(C)(=O)=O)CC3)c3ccccc3n2)c1 | 1.1 | ? | 11 | ?

Next structures
structure | Jurkat autofluor | VLA-4 antagonist | LNCaP diff act | VLA-4 allo ag
O=C(Cn1nc(-c2ccccc2)ccc1=O)NCCN1CCN(Cc2ccccc2)CC1 | 1.1 | -10 | 2 | 4
COc1ccc(C(=O)N2CCN(C3CCCCC3)CC2)c(OC)c1 | 1.1 | -20 | 7 | 4
Cn1c(=NC(=O)CSCC(=O)N2CCCCC2)sc2ccccc21 | 1 | 11 | 3 | 0
Cc1ccccc1-c1nc(CS(=O)CC(=O)NCc2ccccc2)c(C)o1 (stereo not drawn) | 0.83 | ? | 3 | ?
Cn1nc(C(=O)NC2CCCCCC2)ccc1=O | 1.1 | -6 | 7 | -2
Cc1ccc2nc(NC(=O)C3CCN(S(=O)(=O)c4cccs4)CC3)sc2c1 | 1.1 | ? | 0 | ?
Cc1noc(C)c1C(=O)N1CCN(C(=O)c2sc3cc(Cl)ccc3c2Cl)CC1 | 0.99 | 6 | 6 | -4
CCOC(=O)c1ccccc1NC(=O)Cn1cnc2c(oc3ccccc32)c1=O | 1 | 8 | 10 | -3
CNC(=O)c1nnn(Cc2ccccc2)c1NC(=O)C(F)(F)F | 1 | -23 | 22 | -7
Cc1ccc(Cn2nnnc2CN2CCC(O)(c3ccccc3F)CC2)cc1 | 1 | -21 | 17 | 4
COc1ccccc1C(=O)NC(C)C(c1cccs1)N1CCN(C)CC1 (stereo not drawn) | 1.1 | -4 | 7 | 2
CC1=NS(=O)(=O)c2cc(Cl)ccc2N1 | 1 | -8 | 2 | -1
CCN(CC)CCCNC(=O)C1c2ccccc2C(=O)N1Cc1ccc(C)cc1 (stereo not drawn) | 0.97 | -2 | 5 | 4
Cc1cccc(-c2cc3nc4c(c(N5CCC6(CC5)OCCO6)n3n2)CCCC4)c1 | 1 | -21 | 4 | 8
CCCC(=O)NCCCc1nc2ccccc2n1CCC | 0.94 | -17 | 3 | 6
Cc1ccc2oc(=O)c3cnn(CC(=O)N4CCCc5ccccc54)c3c2c1 | 0.97 | 10 | 7 | 5
O=C(C(Cc1ccccc1)n1cccc1)N1CCN(c2ncccn2)CC1 (stereo not drawn) | 0.9 | ? | 5 | ?
COc1ccc(OC)c(C2C(C(=O)O)c3ccccc3C(=O)N2C)c1 (stereo not drawn) | 1 | ? | 13 | ?
Cc1nc2ccccn2c1P(=O)(N1CCCCC1)N1CCCCC1 | 0.88 | -4 | 8 | 1
Cc1cccc(-c2nsc(SCC(=O)N3CCCC3)n2)c1 | 1.1 | 15 | 24 | -9
Cc1ccc(C)c(Cn2c(=O)n(CCC(=O)NCc3ccco3)c(=O)c3sccc32)c1 | 1 | 3 | 12 | -1
C1CCC2=NCCCN2CC1 | 1 | -10 | 3 | 1
COc1cccc(Cn2c(-c3nonc3N)nc3ccccc32)c1 | 1.5 | ? | 19 | ?
CCS(=O)(=O)N1CCCC(C(=O)NC2CCC(C)CC2)C1 (stereo not drawn) | 0.92 | 7 | 20 | -6
Fc1ccc(-c2cc(C(F)(F)F)nc(N3CCCCC3)n2)cc1 | 0.94 | -14 | 5 | 6
CCOC(=O)CSc1nc(C)c(C(=O)OCC)s1 | 1.1 | -18 | 9 | 5
Cc1cccn2c(=O)c3cc(C(=O)N4CCc5ccccc54)n(C)c3nc12 | 1.8 | ? | 11 | ?
CCOc1ccccc1-c1nc(C(N)=O)c2[nH]c(=O)n(-c3ccccc3)c2n1 | 1.2 | 9 | 11 | -3
Cc1ccc(Cl)cc1NC(=O)C1CCCN(S(=O)(=O)c2c(C)noc2C)C1 (stereo not drawn) | 1.1 | -37 | 9 | 1
COc1ccc2oc(=O)c(NC(=O)C3CCCCC3)cc2c1 | 1 | 3 | 4 | 1
COC(=O)c1ccc(C2C(C#N)=C(C)NC3=C2C(=O)CC(C)(C)C3)cc1 (stereo not drawn) | 1.1 | -6 | 6 | -1
COc1ccccc1OCCOCCn1cnc2ccccc2c1=O | 0.99 | -13 | 8 | -6
C=CCNC(=O)CSc1nc2sc(C)c(C)c2c(=O)[nH]1 | 1.1 | 4 | 6 | -6
COc1cccc(-n2cc(C(=O)O)c3ccccc3c2=O)c1 | 1 | -9 | 5 | 2
COc1cccc(C(=O)c2cc3ccc(O)cc3oc2=O)c1 | 1.1 | 1 | 5 | 0
Cc1cc(C)cc(C(=O)N2CCC(C(N)=O)CC2)c1 | 0.96 | -11 | 11 | -1
Cc1nc2sc(C(c3ccc(Cl)cc3)N3CC(C)OC(C)C3)c(O)n2n1 (stereo not drawn) | 1 | ? | 6 | ?
O=C(Nc1ccc2c(c1)OCCO2)NC1CCCCC1 | 0.98 | -4 | 19 | -4
Cc1cc(C(=O)N2CCN(c3ccccc3)CC2)no1 | 1.1 | -6 | 6 | 0
C#CCSc1nc(-c2cccs2)ccc1C#N | 1.1 | 3 | 12 | -2
COc1ccc(C2(C(=O)Nc3c(C)n(C)n(-c4ccccc4)c3=O)CCCC2)cc1OC | 1 | -20 | 22 | -4
Cc1nnc(SCC(=O)Nc2ccc3c4c(cccc24)CC3)n1C | 1.1 | 2 | 3 | 0
O=C1CCc2cc(S(=O)(=O)N3CCN(C(=O)c4ccco4)CC3)ccc2N1 | 1.1 | -1 | 8 | 2
COCCOC(=O)c1[nH]c2c(c1C)C(=O)C(C(=O)OC)C(C)C2 (stereo not drawn) | 1.1 | -16 | 6 | -1
CCOC(=O)CN1Cc2cccc(C(=O)O)c2C1=O | 1 | -9 | 3 | 4
O=c1c2c(nc3cc(-c4ccccc4)[nH]n13)CCC2 | 1 | ? | 6 | ?
CC(C)OC(=O)CSc1nnc(Cc2ccccc2)n1Cc1ccco1 | 1 | -19 | 2 | 2
COc1ccc(NC(=O)C2CCCN2S(=O)(=O)c2ccc3c(c2)CCC(=O)N3)cc1Cl (stereo not drawn) | 0.86 | 1 | 8 | 12
Cc1ccc(S(=O)(=O)NC(CC(=O)N2CCOCC2)c2ccco2)cc1 (stereo not drawn) | 1 | -15 | 2 | 3
CCOC(=O)c1[nH]c(C)c(C(=O)Nc2cccc(Cl)c2C)c1C | 1.2 | ? | 7 | ?
CCOC(=O)c1[nH]c(C)c(C(=O)NCCC2=CCCCC2)c1C | 1.1 | 3 | 15 | 15
COc1ccccc1OCCCCNCCO | 0.91 | -14 | 7 | 5
O=C(Nc1ccc2c(c1)OCCO2)c1ccco1 | 0.96 | -6 | 6 | 0
COc1cccc(C=Nc2cc(C)on2)c1O | 1.1 | 22 | 2 | 2
O=C(NCCCN1CCN(c2ccc(F)cc2)CC1)c1cccc(N2CCCC2=O)c1 | 1.1 | -2 | 7 | -5
CCNC(=O)CC1C(=O)N(c2ccccc2)C(=O)N1CCc1ccc(OC)cc1 (stereo not drawn) | 1.1 | 37 | 12 | -1
O=C1CCCC2=C1C(c1ccncc1)c1c(nc(SCc3ccccc3)[nH]c1=O)N2 (stereo not drawn) | 1 | 9 | 10 | -1
CC(C)=CCSc1nnc(CCNC(=O)OC(C)(C)C)o1 | 1 | -17 | 1 | 4
CCc1ccccc1NC1c2ccccc2C(=O)N1c1cc(C)ccn1 (stereo not drawn) | 1.1 | 18 | 5 | -1
COc1cccc2sc(Nc3nnc(-c4ccccc4Cl)o3)nc12 | 1 | 73* | nt | 7

Next part.
structure | Jurkat autofluor | VLA-4 antagonist | LNCaP diff act | VLA-4 allo ag
CN1C(=O)CSc2ccc(NC(=O)N3CCc4ccccc43)cc21 | 1.2 | ? | 11 | ?
O=C(O)CCS(=O)(=O)Cc1ccccc1F | 1 | -3 | 4 | 7
COc1cc(OC)cc(C(=O)N(CN2CCCC2=O)c2ccccc2OC)c1 | 0.99 | 17 | 11 | -4
CCOC(=O)N1CCN(C(=O)c2cc3c(-c4ccc(Cl)cc4)nn(C)c3s2)CC1 | 1 | -23 | 10 | -7
CC1CCC(NC(=O)CC2Oc3ccccc3NC2=O)CC1 (stereo not drawn) | 0.99 | -7 | 7 | 2
COC(=O)n1c(=S)oc2cc(Cl)ccc21 | 1.1 | -22 | 5 | 9
OC(CCN1CCCCC1)(c1ccccc1)c1ccccc1 | 0.98 | -6 | 2 | 4
O=C(O)[C@H](Cc1ccccc1)N1C(=O)c2ccncc2C1=O | 0.93 | 3 | 4 | 8
Cc1csc(NC(=O)c2ccccc2C(=O)O)n1 | 1.1 | -6 | 9 | 6
CCOc1ccc(NC(=O)N(CCN2CCOCC2)Cc2ccc3c(c2)CCCN3CC)cc1 | 1 | -9 | 7 | -2
Cc1ccc(NC2=NC(c3ccccc3)n3c(nc(C)cc3=O)N2)cc1 (stereo not drawn) | 1 | 7 | 6 | -2
CCC(CC)n1[nH]c(=O)c2c(C)cc(C)nc21 | 0.95 | -7 | 6 | 4
CCOC(=O)c1[nH]c(C)c(C(=O)NCC2CCCO2)c1C (stereo not drawn) | 1.2 | 14 | 10 | -7
COc1ccc(C(=O)N2CCC(C(=O)Nc3ccccc3OC)CC2)cc1 | 1.1 | -15 | 9 | -2
COc1ccc(-c2cc(C(=O)Nc3cc(C)n(Cc4ccc(Cl)cc4)n3)no2)cc1OC | 1.2 | 8 | 8 | -18
CCC1CCCCN1S(=O)(=O)c1ccc(C(=O)Nc2nnc(-c3cccs3)o2)cc1 (stereo not drawn) | 1.1 | 7 | 9 | 0
CCOc1ccc(OCc2cccc(C(=O)N3CCOCC3)c2)cc1 | 1 | -14 | 11 | -2
C=Cn1c(C(=O)O)cc(CC)c1-c1ccccc1 | 1.3 | -14 | 4 | 0
CCOC(=O)c1oc2cc(OCC(N)=O)ccc2c(=O)c1-c1ccc(OC)c(OC)c1 | 1 | -6 | 9 | 0
O=C(NCCc1ccc(Cl)cc1)C1CCN(S(=O)(=O)N2CCC3(CC2)OCCO3)CC1 | 1.1 | -23 | 5 | 0
CC(=O)Nc1nonc1NC(=O)CSc1nc2ccccc2o1 | 1.1 | 0 | 2 | 2
O=C(c1noc2c1CCc1ccccc1-2)N1CCCc2ccccc21 | 1.1 | 8 | 6 | 1
CCOC(=O)c1[nH]c(C)c(C(=O)NCCCOC(C)C)c1C | 1.1 | 12 | 7 | -3
COc1ccc(CN2C(=O)CCC2(C)C(=O)NC2CCCC2)c(OC)c1 (stereo not drawn) | 0.97 | 3 | 13 | 2

Only part of the results is shown (hit frequency here may not be typical).
